Bioassay records from PubChem.
AMPAR-TARP mod: modulators of AMPA receptor GluA2-stargazin complexes. calls only at 30 µM. 3.5% of 40,000 active. AID 1259245. HEK293 GluA2+stargazin, membrane potential dye (FDSS), glutamate EC50; hits were called plate by plate, in both directions;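 active = any of four per-well response measures lying three or more SD from its plate-wide compound average, in either direction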
Target sequence (O88602 whole entry, looked up): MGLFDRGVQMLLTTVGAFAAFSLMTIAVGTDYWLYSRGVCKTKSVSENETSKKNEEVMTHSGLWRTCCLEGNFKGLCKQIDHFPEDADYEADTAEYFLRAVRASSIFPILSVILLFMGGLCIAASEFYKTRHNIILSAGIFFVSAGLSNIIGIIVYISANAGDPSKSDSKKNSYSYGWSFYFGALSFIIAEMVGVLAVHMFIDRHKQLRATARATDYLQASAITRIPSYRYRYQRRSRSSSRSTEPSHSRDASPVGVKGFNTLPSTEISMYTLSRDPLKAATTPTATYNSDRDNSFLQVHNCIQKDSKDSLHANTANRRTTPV
Target sequence (P19491 whole entry, looked up): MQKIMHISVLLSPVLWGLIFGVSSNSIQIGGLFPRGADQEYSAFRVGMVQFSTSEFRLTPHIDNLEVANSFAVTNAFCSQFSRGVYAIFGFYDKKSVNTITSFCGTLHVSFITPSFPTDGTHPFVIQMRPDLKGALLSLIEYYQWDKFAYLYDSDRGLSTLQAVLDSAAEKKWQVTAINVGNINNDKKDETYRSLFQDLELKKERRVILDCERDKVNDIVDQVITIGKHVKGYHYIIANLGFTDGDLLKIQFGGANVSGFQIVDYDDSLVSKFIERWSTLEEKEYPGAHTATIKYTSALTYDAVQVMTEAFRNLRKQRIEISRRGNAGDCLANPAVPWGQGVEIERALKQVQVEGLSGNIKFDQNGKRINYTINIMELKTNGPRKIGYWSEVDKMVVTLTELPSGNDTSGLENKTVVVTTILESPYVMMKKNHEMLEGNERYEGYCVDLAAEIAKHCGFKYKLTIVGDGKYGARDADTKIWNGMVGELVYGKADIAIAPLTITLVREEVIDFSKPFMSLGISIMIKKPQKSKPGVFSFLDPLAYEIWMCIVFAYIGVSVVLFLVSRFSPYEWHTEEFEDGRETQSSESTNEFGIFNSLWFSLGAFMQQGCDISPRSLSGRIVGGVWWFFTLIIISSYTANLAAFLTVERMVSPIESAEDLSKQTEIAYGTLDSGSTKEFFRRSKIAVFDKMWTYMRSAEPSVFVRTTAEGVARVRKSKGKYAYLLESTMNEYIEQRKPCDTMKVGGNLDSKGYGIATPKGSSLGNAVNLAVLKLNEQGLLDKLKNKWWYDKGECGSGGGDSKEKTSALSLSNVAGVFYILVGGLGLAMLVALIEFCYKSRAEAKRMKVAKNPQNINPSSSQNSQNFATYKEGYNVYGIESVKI
AMPAR-TARP mod agonism max-min: recorded beside AMPAR-TARP mod, whose call it bears; compound max-min signal; compound-alone response (agonism);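 unitless range of fluorescence divided by baseline over first 100 seconds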
AMPAR-TARP mod glutamate slope: also measured in AMPAR-TARP mod; calls as there; glutamate slope, % of max; measured here: glutamate response slope, % max;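 scaled per plate between vehicle wells and maximal 1 mM glutamate control wells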
Numbers without * were called inactive; i = inactive; + = active, no number. An excerpt. The share of hits here may be higher or lower than overall.

AMPAR-TARP mod	Structure	AMPAR-TARP mod agonism max-min	AMPAR-TARP mod glutamate slope
i	Cc1oc(-c2ccccc2)nc1COC(=O)c1nnn(-c2cccc(Cl)c2)c1C	0.0921	63.0
i	Cc1ccsc1C(O)CNC(=O)c1c(F)cccc1Cl (stereo not drawn)	0.112	51.7
i	Cn1c(=O)c2c(nc3n2CC(O)CN3c2ccc3ccccc3c2)n(C)c1=O (stereo not drawn)	0.12	63.1
i	COc1ccccc1CNC(=O)CCc1csc(NC(=O)c2ccc[nH]c2=O)n1	0.144	39.9
i	CC(C)(C)n1ncc2c(=O)n(CCC(=O)O)cnc21	0.0377	35.7
i	COc1ccc(N2C(=O)C3CC(C)=C(C)CC3C2=O)cc1 (stereo not drawn)	0.109	58.1
i	COc1ccc(-c2ccc(=O)n(CCCC(=O)Nc3ccccc3C(N)=O)n2)cc1	0.0649	53.5
i	O=C(CS(=O)(=O)Cc1ccccc1)N1CCN(c2ccccc2)CC1	0.0972	52.0
i	COc1ccc(S(=O)(=O)CC(=O)Nc2cccc3ccccc23)cc1	0.0304	37.3
i	COc1ccc(CCNc2nccn(-c3ccc(Br)cc3)c2=O)cc1OC	0.108	65.5
i	COCCN1CCC(CNS(=O)(=O)c2cc(Cl)ccc2Cl)CC1	0.0433	47.1
i	O=C1SC(Nc2ccc(F)cc2)C(=O)N1c1ccc(F)cc1 (stereo not drawn)	0.0954	59.3
+	O=C(NCc1cccc2ccccc12)Nc1ccc(Cl)c(N2CCCS2(=O)=O)c1	0.124*	40.2*
i	Cn1nc(-c2ccc(F)cc2)cc1C(=O)N1Cc2nn(C(C)(C)C)c(-n3cccc3)c2C1	0.0701	69.7
i	COc1ccc(N2CCCS2(=O)=O)cc1NC(=O)C(=O)NCCCc1ccccc1	0.0995	54.3
i	C=CCN(CC=C)C(=O)Cn1c(C2CC(=O)N(c3ccc(OC)cc3)C2)nc2ccccc21 (stereo not drawn)	0.0696	64.8
i	COCC(=O)N1CCC(CN2CCN(C)CC2C)CC1 (stereo not drawn)	0.0715	53.2
i	CC(C)(Oc1ccc(Cl)cc1)C(=O)NCCNc1ccc(Nc2ccccn2)nn1	0.187	59.5
i	COc1ccc(NC(=O)C(=O)Nc2cccc([N+](=O)[O-])c2)cc1	0.136	63.5
i	CC(=O)c1cccc(NC(=O)c2ccc(S(C)(=O)=O)cc2)c1	0.18	82.1
i	O=C(NC1CCCC1)C(=O)N1CCN(c2ccccc2)CC1	0.123	70.5
i	CN(C)C(CNC(=O)c1cc2ccccc2oc1=O)c1cccn1C (stereo not drawn)	0.179	71.1
i	COCCn1cnc2c(-c3ccccc3)cn(CC(=O)Nc3cc(OC)ccc3OC)c2c1=O	0.0276	51.0
i	CCOc1ccc(CC(=O)NCCCn2cccc2)cc1	0.116	50.9

Shown with values under each structure: 2 of the compounds above.
Order of values – AMPAR-TARP mod | AMPAR-TARP mod agonism max-min | AMPAR-TARP mod glutamate slope
- COCCn1cnc2c(-c3ccccc3)cn(CC(=O)Nc3cc(OC)ccc3OC)c2c1=O
    i | 0.0276 | 51.0
- CC(=O)c1cccc(NC(=O)c2ccc(S(C)(=O)=O)cc2)c1
    i | 0.18 | 82.1

Next records
AMPAR-TARP mod	Structure	AMPAR-TARP mod agonism max-min	AMPAR-TARP mod glutamate slope
i	COc1ccc(F)cc1S(=O)(=O)NCC1COC2(CCCCC2)O1 (stereo not drawn)	0.128	97.3
i	Cn1nc(CNS(=O)(=O)Cc2cc(F)ccc2F)c2ccccc2c1=O	0.0794	55.5
i	COc1ccc(S(=O)(=O)NCC(c2ccsc2)N2CCCCCC2)cc1OC (stereo not drawn)	0.0345	40.1
i	O=C(/C=C/c1ccccc1Cl)NCC1CCN(C(=O)c2ccccc2F)CC1	0.0669	50.1
i	O=C1CC(c2nc(-c3ccc(C(F)(F)F)cc3)no2)CN1c1ccc2c(c1)OCO2 (stereo not drawn)	0.123	63.2
i	COc1ccccc1-c1cnn2c(NCCC(C)C)cc(C)nc12	0.118	43.0
i	COC(=O)c1ccc(-n2c(C)nc3ccc(OC)cc3c2=O)cc1	0.132	56.2
i	CC1CCN(C(=O)c2cc(NC(=O)c3ccccc3F)c(=O)n(C)c2)CC1	0.0662	61.5
i	O=C(NCc1ccccc1Cl)c1coc(NC(=O)c2ccco2)n1	0.198	87.0
i	COc1cc(S(=O)(=O)NCc2cccnc2)ccc1Cl	0.089	38.8
+	COc1ccc(S(=O)(=O)NCc2ccccc2)cc1N(C)S(=O)(=O)c1ccc(Cl)cc1	0.0381*	85.3*
i	COc1ccc(OC)c(COCC(O)CN2CCOCC2)c1 (stereo not drawn)	0.122	57.7
i	CCn1nnc2c(N3CCN(C=O)CC3)ncnc21	0.111	64.2
i	O=C(NCC(c1cccc2ccccc12)N1CCOCC1)C(=O)Nc1ccccc1F (stereo not drawn)	0.109	57.3
i	COc1ccc(C(=O)N2CCc3cc(S(=O)(=O)NC4CCCC4)ccc32)cc1	0.109	67.4
i	CC(C)(Oc1ccc(Cl)cc1)C(=O)Nc1ccc2c(c1)C(=O)N1CCCCC1CCO2 (stereo not drawn)	0.0795	56.8
i	COc1ccc(NC(=O)CC2Sc3ccccc3NC2=O)cc1Cl (stereo not drawn)	0.0767	58.9
i	COc1cccc(CNC(=O)CSc2ccc(NC(=O)C(C)C)nn2)c1	0.105	50.3
i	COC(=O)c1ccc2c(=O)n(CC(=O)NCCC3=CCCCC3)c(=S)[nH]c2c1	0.0623	74.1
i	Cc1cc(S(=O)(=O)NC2CCCC(O)C2)c(Cl)cc1Cl (stereo not drawn)	0.177	52.8
i	CS(=O)(=O)N1CCCC(C(=O)Nc2sc3c(c2C(N)=O)CCC3)C1 (stereo not drawn)	0.132	40.0
i	C=CCN(CC=C)C(=O)c1cc2c(n(-c3ccc(Cl)c(Cl)c3)c1=O)CC(C)(C)CC2=O	0.0351	30.1
i	O=C(COc1ccccc1F)N1CC(C(=O)N2CCn3c2nc2ccccc23)C1	0.0879	61.8
i	O=C(c1cnn2ccccc12)N1CCN(S(=O)(=O)/C=C/c2ccccc2)CC1	0.0752	66.1
i	Cc1nc(-c2cccs2)c(CCC(=O)Nc2ccc(C)c(C)c2)s1	0.0939	48.4
i	COc1ccc(-c2cc(C(=O)Nc3ccccc3)c3c(C)nn(C4CCS(=O)(=O)C4)c3n2)cc1 (stereo not drawn)	0.103	62.4
i	Cc1ccc(C)c(S(=O)(=O)NCCOc2ccc3nnc(C)n3n2)c1	0.0766	34.7
i	Cc1cc(C)cc(NC(=O)Nc2c(C)nc3cc(C)ccn3c2=O)c1	0.09	67.4
i	Cc1ccc(C(C)C)c(OCC(O)CN2CC(C)OC(C)C2)c1 (stereo not drawn)	0.0519	59.4
i	CCCOc1ccc(S(=O)(=O)NCC2CCN(C(=O)Oc3ccccc3)CC2)cc1	0.0956	64.2
i	Cc1cccc2sc(N(CCN3CCOCC3)C(=O)c3ccc4c(c3)OCCO4)nc12	0.0712	58.1
i	O=C(CSc1nnc(-c2cccnc2)n1-c1ccccc1)c1ccccc1	0.0585	62.2

Entries of single compounds, looked up by structure.
Listed for Cc1cccc2sc(N(CCN3CCOCC3)C(=O)c3ccc4c(c3)OCCO4)nc12 : AMPAR-TARP mod = i; AMPAR-TARP mod agonism max-min = 0.0712; AMPAR-TARP mod glutamate slope = 58.1
Listed for Cc1ccc(C(C)C)c(OCC(O)CN2CC(C)OC(C)C2)c1 (stereo not drawn) : AMPAR-TARP mod = i; AMPAR-TARP mod agonism max-min = 0.0519; AMPAR-TARP mod glutamate slope = 59.4

The list goes on:
AMPAR-TARP mod	Structure	AMPAR-TARP mod agonism max-min	AMPAR-TARP mod glutamate slope
i	Cc1cccc(-n2ncc3c(=O)[nH]c(-n4nc(C)cc4NC(=O)COc4ccc(C(C)C)cc4)nc32)c1	0.116	50.2
+	CCCc1ccc(S(=O)(=O)Nc2ccc3c(c2)N(C(=O)C(C)(C)C)CC3)cc1	0.0412*	89.1*
i	Cc1nc(Nc2ccc(NC(=O)c3ccc(F)cc3Cl)cc2)cc(-n2cccn2)n1	0.111	63.6
i	Cc1ccc(NC(=O)c2ccc(=O)n(Cc3cccc([N+](=O)[O-])c3)c2)cc1C	0.0997	67.4
i	Cc1nc(NCc2ccc(F)cc2)nc(NCc2ccccc2)c1[N+](=O)[O-]	0.114	58.3
i	O=C(CSc1ccc(NC(=O)c2cccs2)nn1)Nc1ccc(C(F)(F)F)cc1	0.102	38.9
i	O=C(CCc1csc(NC(=O)c2cccs2)n1)Nc1ccc(F)c(Cl)c1	0.108	64.2
i	CSc1nn(CC(=O)NCc2ccccc2Cl)c(N)c1-c1nc(-c2ccc3c(c2)OCO3)no1	0.135	57.3
i	COc1ccc(Cl)cc1C(=O)Nc1ccc(N2CCCCC2=O)c(C)c1	0.105	48.7
i	COc1cc(OC)cc(C(=O)NCCCN2CCOC(c3ccccc3)C2)c1 (stereo not drawn)	0.0525	32.4
i	CC(=O)N1CCN(C(=O)Cc2cc(-c3ccc4c(c3)OCO4)on2)CC1	0.0376	25.6
i	O=C(NC1C=CS(=O)(=O)C1)C12CC3CC(CC(C3)C1)C2 (stereo not drawn)	0.0961	65.0
+	CCOc1ccc(-n2nnnc2SC(C)C(=O)Nc2ccccc2C#N)cc1 (stereo not drawn)	0.0813*	9.1*
i	O=C1/C(=C/c2ccc(O)cc2)SC(=S)N1c1ccc(O)cc1	0.0989	61.9
i	O=C(Nc1ccc2c(c1)N(S(=O)(=O)c1ccc(F)cc1)CCC2)c1ccno1	0.114	49.8
i	COc1ccccc1/C=C/C(=O)Nc1ccc(OC(C)C)cc1	0.0727	46.1
i	COc1ccc(CNC(=O)c2sc(=S)n(Cc3ccccc3)c2N)cc1	0.121	59.7
i	Cc1cccc(C)c1NC(=O)CSc1ncc(S(=O)(=O)c2ccc(Cl)s2)c(N)n1	0.156	42.3
i	Cc1ccc(-c2cc(NS(=O)(=O)c3ccc(C)cc3)n(C3CCS(=O)(=O)C3)n2)cc1 (stereo not drawn)	0.127	50.0
i	O=C(CSc1nc(=O)n(CCCO)c2c1CCC2)NC1CCCCC1	0.0408	42.2
i	O=C(c1ccc(Br)s1)N(CCN1CCOCC1)c1nc2ccc(F)cc2s1	0.0655	52.6
i	CCCCOc1ccccc1-c1cc2c(SCC(=O)Nc3ccc(NC(C)=O)cc3)nccn2n1	0.101	62.3
i	O=C(NCC1COC2(CCCCC2)O1)c1ccc(Br)o1 (stereo not drawn)	0.0795	98.0
+	CCc1c(C)nc(SCC(=O)Nc2cc(C(F)(F)F)ccc2Cl)[nH]c1=O	0.0638*	36.1*

Already shown: entries from further up.
AMPAR-TARP mod	Structure	AMPAR-TARP mod agonism max-min	AMPAR-TARP mod glutamate slope
i	Cc1cccc(C)c1NC(=O)CSc1ncc(S(=O)(=O)c2ccc(Cl)s2)c(N)n1	0.156	42.3
i	Cc1ccc(-c2cc(NS(=O)(=O)c3ccc(C)cc3)n(C3CCS(=O)(=O)C3)n2)cc1 (stereo not drawn)	0.127	50.0
i	O=C(CSc1nc(=O)n(CCCO)c2c1CCC2)NC1CCCCC1	0.0408	42.2
i	O=C(c1ccc(Br)s1)N(CCN1CCOCC1)c1nc2ccc(F)cc2s1	0.0655	52.6

More results
AMPAR-TARP mod	Structure	AMPAR-TARP mod agonism max-min	AMPAR-TARP mod glutamate slope
i	O=C(NCCc1ccsc1)c1cc(-c2ccco2)on1	0.0204	41.4
i	c1ccc(-c2cc(N3CCOCC3)n3ncc(-c4ccccc4)c3n2)cc1	0.0653	72.7
i	COc1ccc(NC(=O)CCc2csc(NC(=O)c3ccc[nH]c3=O)n2)c(OC)c1	0.155	61.6
i	O=C(NCCSc1ncc(-c2ccccc2)[nH]1)Nc1cccs1	0.131	43.7
i	O=C(Nc1ccc(F)c(Cl)c1)N1CCN(c2ccc3nncn3n2)CC1	0.0712	32.4
i	CCC(CC)C(=O)N1CCN(c2ccc(Nc3ccncc3)nn2)CC1	0.335	44.7
i	COc1cccc(C(CNC(=O)c2cc(-c3ccccc3)on2)N2CCOCC2)c1 (stereo not drawn)	0.137	49.2
i	Cc1noc(C2CN(C(=O)COc3ccccc3C)C2)n1	0.128	75.7
i	COc1ccc(CC(=O)Nc2nc(-c3ccc(OC)cc3)cs2)cc1	0.0873	60.7
i	Cc1nnc2ccc(N3CCN(C(=O)Nc4cccc(F)c4)CC3)nn12	0.113	36.0
i	COc1ccc(C)cc1NC(=O)C(=O)NCC1CCN(Cc2ccccc2)CC1	0.08	59.6
i	O=C(NCCC1=CCCCC1)C(=O)Nc1ccc2c(c1)OCO2	0.0529	40.4
i	COc1ccccc1Nc1cc(Cl)nc(N)n1	0.0882	64.5
i	O=C(NCc1ccccc1)NCc1n[nH]c(=O)c2ccccc12	0.101	49.9
i	COc1ccc(Cc2nnc(Nc3cc(OC)ccc3OC)[nH]c2=O)cc1	0.0762	54.8
i	Cc1cc(S(=O)(=O)NCC(c2cccn2C)N2CCc3ccccc3C2)ccc1F (stereo not drawn)	0.092	58.8
i	COc1ccc(S(=O)(=O)Nc2ccc3c(c2)N(C(=O)c2cccs2)CC3)cc1	0.0581	51.3
i	COCCn1c(C(=O)Nc2ccccc2C(=O)OC)cc2c(=O)n(C)c(=O)n(C)c21	0.126	48.6
i	COC(=O)CN1N=C(C(C)(C)C)Cn2c1nc1c2c(=O)n(CC(=O)OC)c(=O)n1C	0.0531	37.5
i	CN(C)C(=O)CN1C(=O)C2CC=C(Cl)CC2C1=O (stereo not drawn)	0.0818	33.9
i	CCCS(=O)(=O)Nc1cc(N2CCCS2(=O)=O)ccc1C	0.0332	45.4
i	COc1ccc(-c2csc(Cc3nc(-c4ccc(F)cc4)no3)n2)cc1OC	0.122	51.5
i	CC(C(=O)Nc1ncc([N+](=O)[O-])s1)N1C(=O)c2ccccc2S1(=O)=O (stereo not drawn)	0.1	57.5
i	CCc1ccc(OCCS(=O)(=O)Nc2nc(C)c(C)s2)cc1	0.173	49.0
i	COC(=O)c1ccc(NC(=O)c2ccc(S(=O)(=O)Nc3ccc4c(c3)OCO4)o2)cc1	0.0977	58.7
i	O=C(Cc1cc(-c2cccs2)on1)N1CCCCC1	0.0669	38.0
